# KDM5B inhibitor = blocks human KDM5B histone demethylase activity. Q9UGL1. KDM5B demethylase, FDH-coupled NADH fluorescence (FDH is formaldehyde dehydrogenase). Potency, µM (highest dose often 57.7 µM), for the others: at the highest dose activity change, negative = inhibition, usual class: inhibitors. 220,000 compounds, 2.6% hits. AID 1347165; active means well fitted inhibition curve with a large enough effect; inconclusive means small, poorly fitted or top-dose-only effect; inactive means no such curve, though single readings can be large or run the other way; further: 0% is about no effect; nearly all actives have a fitted effect of over 70% in size
# Target sequence (Q9UGL1 whole entry, looked up): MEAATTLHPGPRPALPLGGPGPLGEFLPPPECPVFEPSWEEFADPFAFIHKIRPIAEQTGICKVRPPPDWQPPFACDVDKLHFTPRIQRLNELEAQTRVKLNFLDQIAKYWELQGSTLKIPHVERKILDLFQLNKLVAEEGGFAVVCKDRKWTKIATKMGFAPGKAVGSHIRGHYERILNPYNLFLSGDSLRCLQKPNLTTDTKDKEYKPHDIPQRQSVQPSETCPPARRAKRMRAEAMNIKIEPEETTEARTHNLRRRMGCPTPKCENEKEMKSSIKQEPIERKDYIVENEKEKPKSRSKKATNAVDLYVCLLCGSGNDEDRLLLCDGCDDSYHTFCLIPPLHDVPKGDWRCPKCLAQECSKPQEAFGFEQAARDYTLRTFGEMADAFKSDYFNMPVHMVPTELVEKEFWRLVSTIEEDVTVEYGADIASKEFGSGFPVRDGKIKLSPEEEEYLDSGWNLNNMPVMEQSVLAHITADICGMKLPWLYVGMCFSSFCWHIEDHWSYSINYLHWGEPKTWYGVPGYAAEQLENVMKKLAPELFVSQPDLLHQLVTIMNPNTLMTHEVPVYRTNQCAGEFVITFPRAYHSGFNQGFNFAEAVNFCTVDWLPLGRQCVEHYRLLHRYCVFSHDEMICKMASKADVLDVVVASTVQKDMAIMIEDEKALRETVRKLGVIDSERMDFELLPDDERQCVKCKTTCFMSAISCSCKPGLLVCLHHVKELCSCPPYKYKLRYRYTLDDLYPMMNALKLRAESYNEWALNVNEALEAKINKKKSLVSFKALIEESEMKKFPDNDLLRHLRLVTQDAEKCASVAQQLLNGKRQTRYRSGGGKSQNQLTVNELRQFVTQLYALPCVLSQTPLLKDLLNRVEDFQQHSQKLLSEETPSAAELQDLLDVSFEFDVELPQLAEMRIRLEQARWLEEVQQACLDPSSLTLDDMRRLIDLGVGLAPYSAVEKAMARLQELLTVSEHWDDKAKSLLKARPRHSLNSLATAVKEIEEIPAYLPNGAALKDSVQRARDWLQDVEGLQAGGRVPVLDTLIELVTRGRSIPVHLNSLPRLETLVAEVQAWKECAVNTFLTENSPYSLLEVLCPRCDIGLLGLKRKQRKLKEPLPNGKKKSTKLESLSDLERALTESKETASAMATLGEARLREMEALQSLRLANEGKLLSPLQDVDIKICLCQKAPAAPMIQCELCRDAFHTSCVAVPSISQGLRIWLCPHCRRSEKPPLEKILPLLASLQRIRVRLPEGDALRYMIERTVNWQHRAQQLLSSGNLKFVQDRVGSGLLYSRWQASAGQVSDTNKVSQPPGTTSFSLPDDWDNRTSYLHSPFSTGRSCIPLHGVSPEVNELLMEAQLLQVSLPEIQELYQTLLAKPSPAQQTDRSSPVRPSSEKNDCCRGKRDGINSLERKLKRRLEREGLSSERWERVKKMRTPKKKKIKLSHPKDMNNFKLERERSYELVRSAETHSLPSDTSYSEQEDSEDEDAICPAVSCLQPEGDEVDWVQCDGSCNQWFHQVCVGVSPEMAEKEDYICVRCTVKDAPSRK
#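 Inhibition is measured as reduced NADH fluorescence generation from FDH coupling to formaldehyde release. Truncated KDM5BΔAP at 200 nM final acts on H3K4me3 peptide (12.5 µM in substrate mix) in pH 7.5 HEPES buffer with Tween-20, 30 min, room temperature.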
# * hit, by the source's call; ? = inconclusive; [ ] = another dose, or the depositor's remark. Potency means the concentration at half of the fitted maximal effect. A portion of the library (hit frequency here may not be typical).
no.	SMILES	KDM5B inhibitor
1	Cc1ccc(-c2nc3sccn3c2Nc2ccc(C)c(C)c2)cc1	?
2	CCC(CC)C(CNC(=O)NCc1cccc(C)n1)N1CCOCC1 (stereo unspecified)	9%
3	Cc1cnc(CN(C)C(=O)CC(c2ccccc2)c2ccc(Cl)cc2)[nH]1 (stereo unspecified)	30%
4	COCCNC(=O)CN1C(=O)c2cccnc2Sc2ccccc21	-14%
5	COc1cccc(C(=O)NCCc2csc3nc(-c4ccccc4F)nn23)c1OC	1%
6	COC(=O)CCNCc1ccccc1	12%
7	COc1ccc(C2c3c(oc4ccc(Cl)cc4c3=O)C(=O)N2CCCN(C)C)cc1OC (stereo unspecified)	?
8	Cc1cnc2c(S(=O)(=O)N(C)CC3CCCCC3)cccc2c1	1%
9	O=C1NC2(CCCN(Cc3ccc(OC(F)(F)F)cc3)C2)COc2ccccc21 (stereo unspecified)	35µM*
10	COc1cccc(CNC(=O)c2ccc3nc(-c4ccc(F)cc4)c(-c4ccc(F)cc4)nc3c2)c1	?
11	N#Cc1ccc(COC(=O)c2ccccc2-c2ccccc2C#N)cc1	14%
12	CN(C)c1ccc2ncc(Nc3ccccc3)n2n1	-20%[115 µM]
13	CC(Sc1cc(Cl)ccc1Cl)C(=O)NCCC(=O)N1CCCCC1 (stereo unspecified)	22%
14	Cc1cc(NC(=O)c2ccc(Cl)cc2)n(CCC#N)n1	21%
15	CCCOc1cccc(C(=O)Nc2nonc2CC)c1	10%
16	O=C(OCCN1CCN(C2CN(Cc3cn(Cc4ccccc4C(F)(F)F)nn3)S(=O)(=O)C2)CC1)c1cc2ccccc2o1 (stereo unspecified)	16%
17	CC(=O)c1ccc(N2CCN(C(=O)Nc3ccc(C)cc3)CC2)cc1	?
18	CCc1noc(C)c1C(=O)OCC(=O)Nc1ncc(Cl)cc1Cl	-22%
19	Cn1cc(CN[C@H]2[C@H](O)[C@H](O)C[C@@H]2c2cccnc2)c2ccccc21	-29%[86.2 µM]
20	Cn1c(=O)[nH]c(=O)c2c1nc(NCc1ccco1)n2CCCc1ccccc1	10%
21	CN(Cc1ccccc1)Cc1cc(C[C@H]2CNCC[C@H]2CC(=O)NC2CCCCC2)no1	14%
22	CC(=O)Nc1cc(-c2nc3ccccc3o2)ccc1Cl	-15%
23	O=C(NCC1CCOCC1)NC1CCCC1	15%
24	COc1cccc(CNC(=O)N2c3ccccc3CC2c2nc(C(C)C)no2)c1 (stereo unspecified)	-26%
25	COc1cccc(-c2nc(SCC(=O)Nc3ccc4c(c3)OCCO4)c(-c3ccccc3)[nH]2)c1	20%
26	COc1ccccc1OCCCCn1c(C2CC(=O)N(c3ccccc3Cl)C2)nc2ccccc21 (stereo unspecified)	-5%
27	Cc1c(C(=O)N2CCN(c3ccccc3)CC2)oc2c1C(=O)CC(C)(C)C2	10%
28	COC(=O)c1sc2cccc(F)c2c1S(=O)(=O)Nc1cc(OC)cc(OC)c1	-12%
29	COc1ccc(C(=O)N2N=C(c3ccco3)CC2c2ccc3nccnc3c2)cc1 (stereo unspecified)	-2%
30	Cc1cccc(C(=O)Nc2ccc(S(=O)(=O)N(Cc3ccccc3)c3ccccc3)cc2)c1	?
31	COCCNC(=O)c1ccc(CC2CCN(C(=O)CCc3c(C)nn(C)c3C)CC2)cc1	19%
32	O=C1NCc2ccccc2CC12CCCN(CC1=CCCCC1)C2 (stereo unspecified)	-1%[149 µM]
33	O=C(N[C@@H](Cc1c[nH]c2ccccc12)C(=O)O)c1ccc(Cl)cc1F	13%
34	COCCOC1CCOC2(CCN(C(=O)c3ccc(C)nc3)CC2)C1 (stereo unspecified)	-21%
35	O=C(COc1cccc(-n2cnnc2)c1)NC1CCCc2c1[nH]c1ccccc21 (stereo unspecified)	?
36	O=C(NC[C@H]1OC[C@@H](NCc2cccs2)[C@@H]1O)c1cccs1	7%[86.2 µM]
37	COCCn1ncc(N2CCC(NC(=O)C(C)(C)C)CC2)cc1=O	10%
38	Cc1ccc(S(=O)(=O)CC(=O)Nc2nc3c(C)cccc3s2)cc1	-17%
39	CCC1=C(c2ccc(C)cc2)S(=O)(=O)N=C1N1CCC(C(=O)Nc2ccc(OC)c(OC)c2)CC1	-16%
40	COc1ccc(-n2nc(-c3ccc(C)cc3)c3cnc4cc(F)c(F)cc4c32)cc1	14%
41	Cc1cc(Cl)ccc1OC(C)C(=O)N/N=C(\CCC(=O)O)c1ccccc1 (stereo unspecified)	29%
42	CCc1cc(=O)oc2c(C)c(OCC(=O)NCc3cccnc3)ccc12	?
43	Cn1c(=O)n(Cc2ccccc2)c(=O)c2c1nc(SCCO)n2Cc1ccccc1	0%
44	O=C(Cc1c[nH]c2ccccc12)NCc1ccccc1OC(F)F	9%
45	Cc1cc(C(C)(C)C)cc(C)c1CS(=O)Cc1ccccc1F (stereo unspecified)	7%
46	Cn1ccc(C(=O)N2CC(CNc3ccccc3)C3(C2)CN(c2ccccc2)C3)n1 (stereo unspecified)	?
47	CCCn1nc(C(=O)NCCc2cccs2)c2ccccc2c1=O	7%
48	COc1ccc(C(=O)N2C[C@@H]3OCC(=O)N(Cc4ccc(OC(F)(F)F)cc4)[C@@H]3C2)cc1	-9%
49	F[C@@H]1CN(Cc2nccs2)C[C@@H]1OCc1nc2ccccc2[nH]1	2%[86.2 µM]
50	N[C@H]1c2ccccc2C[C@@H]1NC(=O)COc1ccc(Cl)cc1Cl	2%
51	CCOC(=O)CC(=O)Nc1ccsc1C(N)=O	22%
52	c1ccc2sc(CCCCc3nc4ccccc4s3)nc2c1	-14%
53	COc1ccc(CN(C(=O)CSc2nc3ccc(OC)cc3[nH]2)C2CC2)cc1	7%
54	COCCN1CCCCCC(O)c2cc(C(=O)N3CCN(c4ccccc4)CC3)ccc21 (stereo unspecified)	-25%
55	C/C(=N\NC(N)=O)c1cc(Cl)cc(Cl)c1O	?
56	COc1ccc(/C=C/C(=O)c2ccc3ccccc3c2OC(F)F)cc1	-29%
57	Fc1ccccc1CN1CCCN(Cc2cn(-c3ccccc3)nn2)CC1	-18%
58	COc1ccc(-c2nc(C)nc3c2CN(C(=O)c2ccccc2OC)CC3)cc1	?
59	Cc1noc(C)c1S(=O)(=O)N1CCC2(CC1)C(=O)NN=C2C1CC1	-15%
60	CN(C)c1ccc(/C=N/NC(=O)CNC(=O)c2ccncc2)cc1	?

# (list continues)
no.	SMILES	KDM5B inhibitor
61	CSCCC(NS(=O)(=O)c1ccc2c(c1)oc(=O)n2C)C(=O)Nc1ccc(C)cc1Cl (stereo unspecified)	25%
62	C#CCNC(=O)NCc1ccc(C(=O)NC)cc1	-8%
63	CCOc1cc(-c2nc(-c3ccc(-c4ccc(C)cc4)nc3OC)no2)cc(OCC)c1OCC	11%
64	Cn1cc(CN2C[C@@H](F)[C@@H](OCc3nc4ncccc4[nH]3)C2)c2ccccc21	?
65	Cc1cccc2c(N)ccnc12	?
66	O=C(CCCc1c[nH]c2ccccc12)N[C@@H]1CCOC[C@H]1OCC1CC1	19%
67	COc1ccc(S(=O)(=O)N2CCC(C(=O)Nc3ccc(F)cc3)CC2)c2cccnc12	21%
68	Cc1cc2c(cc1C)CSC(c1cc(Cl)cc(Cl)c1O)SC2	16%
69	Cc1ccc(-c2cc(C(F)(F)F)n3nc(C)c(Cl)c3n2)cc1	22%
70	COc1ccccc1CN1CCCC(c2[nH]ccc2C(N)=O)C1 (stereo unspecified)	-16%
71	Cc1nc2cc(-c3ccccc3)nn2c(C)c1CCC(=O)NCc1cccc(Cl)c1	?
72	Cc1ccc(NC(=O)Cn2c(N3CCCCC3)nc(C)c(C)c2=O)cc1	-5%
73	COc1ccc(OCc2cc(C(=O)N3CCCCCCC3)no2)c(Cl)c1	-13%
74	COc1ccc(C(=O)N2CCC3(CC(C)=NO3)C2)cc1 (stereo unspecified)	12%[86.2 µM]
75	N#CCCn1cc(C(=O)N2CCCCC2)c(-c2ccccc2)n1	22%
76	Cc1ccc(CNC(=O)C2CCN(c3nc(C)cc(C)n3)CC2)cc1	17%
77	COc1ccc(CCNC(=O)CS(=O)Cc2nc(-c3ccc(C)cc3)oc2C)cc1OC (stereo unspecified)	-24%
78	CN(C(=O)CSc1ncnc2ccccc12)C1CCS(=O)(=O)C1 (stereo unspecified)	8%
79	Cn1ccc2cc(S(=O)(=O)N3CCN(C(=O)Nc4ccc(F)cc4F)CC3)ccc21	12%
80	CC(C(=O)NCCc1c[nH]c2ccccc12)N1CCCCCC1 (stereo unspecified)	?

# 4 entries already listed, arranged by molar mass, lowest first.
no.	SMILES	KDM5B inhibitor
75	N#CCCn1cc(C(=O)N2CCCCC2)c(-c2ccccc2)n1	22%
69	Cc1ccc(-c2cc(C(F)(F)F)n3nc(C)c(Cl)c3n2)cc1	22%
78	CN(C(=O)CSc1ncnc2ccccc12)C1CCS(=O)(=O)C1 (stereo unspecified)	8%
72	Cc1ccc(NC(=O)Cn2c(N3CCCCC3)nc(C)c(C)c2=O)cc1	-5%

# The listing picks up with the 6 entries that preceded the break.
no.	SMILES	KDM5B inhibitor
75	N#CCCn1cc(C(=O)N2CCCCC2)c(-c2ccccc2)n1	22%
76	Cc1ccc(CNC(=O)C2CCN(c3nc(C)cc(C)n3)CC2)cc1	17%
77	COc1ccc(CCNC(=O)CS(=O)Cc2nc(-c3ccc(C)cc3)oc2C)cc1OC (stereo unspecified)	-24%
78	CN(C(=O)CSc1ncnc2ccccc12)C1CCS(=O)(=O)C1 (stereo unspecified)	8%
79	Cn1ccc2cc(S(=O)(=O)N3CCN(C(=O)Nc4ccc(F)cc4F)CC3)ccc21	12%
80	CC(C(=O)NCCc1c[nH]c2ccccc12)N1CCCCCC1 (stereo unspecified)	?
81	O=C(NCC12CC3CC(CC(C3)C1)C2)Nc1ccc(Cl)cc1F	20%
82	Cc1ccccc1Oc1ncccc1CNC(=O)c1ccc2c(c1)OCO2	7%
83	CC(Oc1ccccc1Cl)C(=O)Nc1cc(-c2ccc(F)c(F)c2)no1 (stereo unspecified)	-26%
84	Cc1ccccc1-c1noc(CNCc2cc(F)ccc2C(F)(F)F)n1	22%
85	COCc1nc(C2CCN(C(=O)Nc3ccc4c(c3)OCCO4)C2)no1 (stereo unspecified)	-14%
86	Cc1ccc(C)c(S(=O)(=O)N2CCCC(Cn3c(C4CC4)nc4cccnc43)C2)c1 (stereo unspecified)	-10%
87	O=C(O)CC1(CC(=O)Nc2cc(C(F)(F)F)cc(C(F)(F)F)c2)CCCCC1	9%
88	C#CCN1C(=O)S/C(=C/c2cn(C(C)C)c3ccccc23)C1=O	-4%
89	CCOc1ccc(-c2noc(-c3ncn4c3COC(c3ccc(OC)cc3)C4)n2)cc1 (stereo unspecified)	1%
90	CCOC(=O)N1CCN(C(=O)COC(=O)Cc2ccc(OC)cc2)CC1	25%
91	Cc1sc2ncn(Cc3noc(-c4cccs4)n3)c(=O)c2c1C	-5%
92	C/C(=N/NC(=O)c1cccs1)c1ccccc1	13%
93	COc1ccc(CCNC(=S)N2CCN(S(=O)(=O)c3ccc(Cl)cc3)CC2)cc1	16%
94	C=CCNC(=O)N[C@H]1C[C@@H](C(=O)N[C@H](Cc2c[nH]c3ccccc23)C(N)=O)N(C(=O)c2cccn2C)C1	3%
95	CC1(c2ccccc2)C=C(c2ccccc2)Oc2ccccc21 (stereo unspecified)	17%
96	O=C(O)CCSCc1ccc(C(=O)O)o1	-4%
97	CCCCN1C(=O)c2ccccc2C(C(=O)NCc2ccncc2)C12CCCCC2 (stereo unspecified)	15%
98	CNC(=O)[C@@H]1C[C@@H](n2cc(CN(C)C(=O)c3cc(F)ccc3Cl)nn2)CN1	-2%
99	c1ccc2c(c1)CC(n1ccnc1-c1cc3n(n1)CCCNC3)C2	14%
100	O=c1cc(N2CCN(c3cccc(C(F)(F)F)c3)CC2)nc2ccccn12	18%
101	Cc1nnc(C2CCCCCN2[S+](=O)([O-])c2cc(F)ccc2C)o1 (stereo unspecified)	-8%
102	O=C(CN1C(=O)COc2ccc(C(=O)COc3ccccc3Cl)cc21)NC1CCCCC1	-18%
103	CC(C)n1ncc2cc(NC(=O)c3ccc(S(=O)(=O)N(C)C)cc3)cnc21	1%
104	O=C1c2cnc(-c3ccccc3)nc2OCCN1Cc1ccccc1	-1%[86.2 µM]
105	COc1cc(CNCCc2ccc(Cl)cc2)ccc1OCC(O)CN1CCOCC1 (stereo unspecified)	?
106	O=C1CC(c2cccc(F)c2)c2c(n3ncnc3[nH]c2=O)N1 (stereo unspecified)	?
107	CCc1cccc2c(C(=O)CSc3nnc(C4CC4)o3)c[nH]c12	11%
108	CCN(CC)CCCNC(=O)CCCn1c(=O)[nH]c2ccc(Br)cc2c1=O	-16%
109	Cc1nc2c3ccccc3nc(NNC(=O)CCC(=O)N3CCN(c4ccc(F)cc4)CC3)n2n1	1%
110	COc1ccccc1Oc1nc2ccccn2c(=O)c1/C=C(\C#N)C(=O)Nc1c(C)n(C)n(-c2ccccc2)c1=O	-28%
111	Cc1cc(C(=O)N2CCCC(CO)(Cc3ccc(F)cc3)C2)c(C)o1 (stereo unspecified)	-14%
112	O=C(NCCC1CCN(C(=O)Nc2cc(F)ccc2F)CC1)C1CCCC1	-3%
113	O=C(CSc1nccn1-c1ccccc1)Nc1nc2ccccc2s1	-48%
114	C[C@H](c1ccccc1)N1C(=O)[C@@H]2CN(C(=O)c3cccs3)CCN2C1=O	-4%[86.2 µM]
115	CCN1c2ccccc2-c2nc(SCC(=O)Nc3cccc(C(F)(F)F)c3)ncc2S1(=O)=O	?
116	CCc1ccc(OCC(=O)Nc2ccc(SCc3cc(=O)n4c(ncn4C(C)C)n3)cc2)cc1	13%
117	COc1ccc(-c2cc(C[C@H]3CNCC[C@H]3CC(=O)Nc3ccccc3)no2)cc1	?
118	COc1cccc(C(=O)/C(C#N)=C\c2ccc(F)c(Br)c2)c1	-20%

# Compound activity deposited in PubChem BioAssay by National Center for Advancing Translational Sciences (NCATS).
